Screening data deposited in PubChem by several laboratories.
Dynein transport = dynein cargo transport inhibition. 3617.4 mouse cells, GR-EGFP nuclear translocation imaging; test concentration mostly 20 µM; stimulated with dexamethasone, 1 µM; active compounds read low. z-score, hits read low. hit rate 0.47% among 220,000;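 active = plate z-score of nuclear minus cytoplasmic receptor signal below a set negative limit, without overly bright fluorescence or cell loss, cut at about -3.5 in these data, passing the limit was not always enough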;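 also: z-score of nuclear minus cytoplasmic ring GR-EGFP intensity difference per well; some compounds called inactive have numbers as strong as hits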
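Buffer or medium: tetracycline-free induction medium containing charcoal-stripped FBS / Reagent: dexamethasone agonist, 1.0 µM final, for 30 min / Technique: automated 10x imaging of fixed Hoechst-stained cells / Times: induction 48 h, compound 1 h, agonist 30 min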
NOD1 inhibition = NOD1 signaling inhibitors, primary screen, cell-based, luminescence, uHTS (AID 1578) | NOD1-driven NF-kB luciferase reporter cells, luminescence; higher % means a stronger effect | inhibition, % at 4 µM; hits with a dose series show EC50 in µM | hit rate 1% among 290,000; in the data active = inhibition mostly above about 36%, no sharp cut-off; inactive = mostly below about 34%;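 also: HEK-293T reporter cells stimulated with the NOD1 agonist gamma-tri-DAP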
GPR55 activation = GPR55 agonists via beta-arrestin recruitment, primary screen, imaging, U2OS cells, beta-arrestin-GFP redistribution (AID 1961). U2OS GPR55 beta-arrestin-GFP redistribution imaging; higher % means a stronger effect. activation, % at 10 µM; hits with a dose series show EC50 in µM. hit rate 0.048% among 290,000;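 active = activation above 40% with more than 50 cells counted in the well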;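 also: U2OS osteosarcoma cells stably expressing GPR55 and beta-arrestin-GFP; plate controls were DMSO negative control for no effect and LPI positive control for full effect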
KOR beta-arrestin-1 = kappa opioid receptor activators – cell-based, luminescence, uHTS, primary screen (AID 1777) | hit rate 0.02% among 280,000 | activation, % at 10 µM, or EC50 in µM where a hit was titrated | KOR beta-arrestin recruitment, luminescence; higher % means a stronger effect; in the data active = activation above about 50%, passing the limit was not always enough; also: a part of the inactive calls stands beside numbers as strong as those of hits
P. falciparum M1AAP = P. falciparum M1AAP inhibitors, biochemical, fluorogenic H-Leu-NHMec substrate, 1536-well (AID 1445). recombinant M1AAP, H-Leu-NHMec fluorogenic kinetic assay; higher % means a stronger effect. inhibition, % at 30 µM; hits with a dose series show IC50 in µM. hit rate 0.42% among 220,000;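 active = primary inhibition above the hit cutoff, then over 50% inhibition at one or more dose response concentrations, cut at about 23% in these data, passing the limit was not always enough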;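 also: plate controls were DMSO full reaction for no effect and no enzyme background for full effect; strong numbers were not always called active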
NOD2 inhibition = inhibition of NOD2-driven NF-kB reporter – cell-based, luminescence, uHTS, HEK293 (AID 1566); HEK293 NOD2/NF-kB luciferase reporter, luminescence; higher % means a stronger effect; one-dose inhibition, % at 4 µM; EC50 in µM for titrated hits; hit rate 0.63% among 290,000; also: many of its hits are not listed in these tables
AID2073 = disruptors of CaV2.2 binding to Mint1 – biochemical, HTRF (AID 2073). HTRF protein-protein interaction, Mint1-CaV2.2; higher % means a stronger effect. inhibition, % at 20 µM, or IC50 in µM where a hit was titrated. hit rate 0.19% among 290,000; in the data active = inhibition mostly above about 51%, no sharp cut-off; also: some results filed as inactive read as strong as hits
M17LAP inhibition = P. falciparum M17LAP inhibitors, primary screen, biochemical, fluorogenic H-Leu-NHMec substrate, 1536-well (AID 1619); recombinant M17LAP, H-Leu-NHMec fluorogenic kinetic assay; higher % means a stronger effect; inhibition, % at 30 µM; hits with a dose series show IC50 in µM; hit rate 0.38% among 220,000;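 active = compound inhibiting the enzyme by more than half at any dose during confirmatory dose-response retesting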;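 also: plate controls were full reaction with DMSO carrier for no effect and no enzyme background for full effect; strong numbers were not always called active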
KOR beta-arrestin-2 = KOR antagonists, beta-arrestin recruitment, cell-based, luminescence, uHTS (AID 1778) | KOR beta-arrestin recruitment, luminescence, antagonist mode; higher % means a stronger effect | hit rate 0.091% among 290,000 | inhibition, % at 10 µM, or IC50 in µM where a hit was titrated; also: strong numbers were not always called active
Dynein transport cytoplasmic EGFP = also measured in Dynein transport; calls as there; z-score; measured here: cytoplasmic GR-EGFP intensity; active compounds read high
Dynein transport nuclear GR-EGFP = second read-out of Dynein transport, no call of its own (marks repeat the call); z-score; measured here: nuclear GR-EGFP intensity;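 lower value marks the stronger effect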
Dynein transport cell count = further read-out of Dynein transport, marked with its call; z-score; measured here: cell count per field
An asterisk follows results filed as active; . = no result given; [ ] = another dose, or the depositor's remark. Rule as the data show it, unless noted: active = inhibition above about 50%; inactive = the rest. Only part of the results is shown, so the mix of outcomes need not match the whole.

The first 2 entries, ahead of the listing:
SMILES | Dynein transport | Dynein transport cytoplasmic EGFP | Dynein transport nuclear GR-EGFP | Dynein transport cell count | NOD1 inhibition | GPR55 activation | KOR beta-arrestin-1 | P. falciparum M1AAP | NOD2 inhibition | AID2073 | M17LAP inhibition | KOR beta-arrestin-2
Nc1nc(OCC(F)(F)F)cc(Oc2ccccc2F)n1 | -0.54 | -0.27 | -0.49 | 0.39 | -28% | -0.2% | 21% | 1% | -1% | -3% | 8% | 21%
COc1cc2c(cc1OC)C(c1ccccc1)NCC2 (centres undefined) | . | . | . | . | -9% | -0.1% | -3.5% | . | -42% | 20% | . | 28%

The whole of this part, previewed entries included:
SMILES | Dynein transport | Dynein transport cytoplasmic EGFP | Dynein transport nuclear GR-EGFP | Dynein transport cell count | NOD1 inhibition | GPR55 activation | KOR beta-arrestin-1 | P. falciparum M1AAP | NOD2 inhibition | AID2073 | M17LAP inhibition | KOR beta-arrestin-2
Nc1nc(OCC(F)(F)F)cc(Oc2ccccc2F)n1 | -0.54 | -0.27 | -0.49 | 0.39 | -28% | -0.2% | 21% | 1% | -1% | -3% | 8% | 21%
COc1cc2c(cc1OC)C(c1ccccc1)NCC2 (centres undefined) | . | . | . | . | -9% | -0.1% | -3.5% | . | -42% | 20% | . | 28%
N#C/C(=C\c1ccc(Cl)cc1Cl)c1n[nH]c(Cn2cncn2)n1 | 2.8 | 0.32 | 2.2 | -2.2 | -3% | -0.2% | -2.7% | 12% | 14% | 5% | 5% | -24%
Cc1c(C(=O)N2CCN(c3ccccc3)CC2)oc2c1C(=O)CC(C)(C)C2 | . | . | . | . | -17% | -0.2% | -1.9% | . | 16% | 2% | . | -13%
Cc1ccc(NC(=S)Nc2ccc(Br)cc2)cc1 | 0.43 | -0.22 | -0.19 | -0.52 | 1% | -0.1% | 0.0% | 4% | -22% | -20% | -1% | 4%
COC(=O)c1c(-c2ccccc2Cl)noc1-c1cnc(N)nc1C(F)(F)F | 0.36 | -0.24 | 0.63 | -0.6 | -6% | 0.3% | 5.5% | 3% | -1% | 21% | 12% | 2%
O=C(CSc1nnc(-c2ccccc2)n1CC1CCCO1)N1CCCC1 (centres undefined) | -0.46 | -0.29 | -0.33 | 0.5 | -37% | -0.2% | . | 3% | 14% | -10% | 7% | 7%[20 µM]
Cc1ccc(S(=O)(=O)/N=C(\CN2CCOCC2)N2CCCC2)cc1 | -0.82 | -0.2 | -0.2 | 0.68 | 19% | 0.3% | 3.0% | -3% | 19% | -2% | -1% | 18%
CN1C(=O)OC(C)(CCc2ccccc2)C1(C)O (centres undefined) | -1.1 | -0.2 | -0.22 | 0.64 | -1% | 0.0% | 4.3% | -1% | 1% | 9% | -1% | -25%
CCN(CC)CCNS(=O)(=O)c1ccc2[nH]cc(C(=O)O)c(=O)c2c1 | 0.3 | -0.18 | 0.72 | -0.22 | -9% | 0.7% | 0.8% | 11% | 4% | -1% | -10% | 3%
COCCNc1nc(-c2cc3ccccc3o2)cs1 | -0.24 | -0.22 | -0.24 | 0.22 | -45% | 0.1% | 2.4% | 6% | -160% | -1% | 0% | 29%
Sc1oc(-c2ccccc2)cc1C=Nc1ccccc1 | -0.39 | 0.16 | 0.12 | 0.77 | -39% | 0.6% | -8.6% | 4% | -11% | 1% | -2% | 22%
Cc1csc(CNC(=O)c2ccc(OC3CCN(CCc4ccccc4)CC3)cc2)n1 | . | . | . | . | -16% | 0.3% | 2.4% | . | 3% | 6% | . | -17%
O=C(O)C1C2C=CC(C2)C1C(=O)NCc1ccccn1 (centres undefined) | 0.41 | -0.01 | 0.7 | -1 | -2% | 0.1% | -2.2% | -1% | 14% | -7% | -2% | -3%
COc1ccc(-c2csc(NC(=O)/C(N=Nc3ccccc3)=C(\C)O)n2)cc1 | 1.9 | -0.089 | 0.87 | -1.9 | -41% | 0.2% | . | -1% | 14% | 44% | 4% | -25%[20 µM]
Cc1ccc(NC(=O)C(C)Sc2nnc(-c3cccnc3)n2-c2ccccc2)cc1 (centres undefined) | -0.12 | -0.36 | -0.19 | 0.44 | -16% | -0.2% | -6.1% | 0% | 17% | -6% | -2% | -14%
Cc1cccc(NCN2C(=O)C3C4C=CC(C4)C3C2=O)c1 (centres undefined) | 3.3 | 0.39 | 2.4 | -2.3 | -20% | -0.2% | 3.5% | 6% | 3% | -9% | -4% | 2%
C(=N\c1nccs1)/Nc1nccs1 | 1.6 | -0.34 | 0.74 | -0.78 | -7% | -0.2% | -4.8% | 4% | 14% | 3% | -1% | 14%
CC(C)C(NS(=O)(=O)c1cccc2nsnc12)C(=O)N1CCn2c1nc1ccccc12 (centres undefined) | -0.45 | -0.17 | -0.1 | 0.066 | -28% | -0.2% | . | 3% | 17% | -7% | 6% | .
Cc1ccc(Cc2c(C)nc3nc(SCC(=O)NCCCN4CCCCC4)nn3c2C)cc1 | . | . | . | . | -11% | 0.4% | 2.3% | . | 14% | 6% | . | -26%
O=C1CCC(C(=O)Nc2nnc(C3CC3)s2)=NN1 | -0.71 | -0.3 | -0.3 | 0.62 | 7% | -0.6% | 2.0% | 3% | -8% | 20% | 2% | -17%
COC(=O)CNC(=O)COC(=O)Cc1ccc(Cl)cc1 | -0.57 | -0.23 | -0.085 | 0.5 | -34% | 1.2% | -1.3% | 1% | 17% | 4% | -1% | -4%
O=C(CCSc1ccccc1)N1CCOCC1 | 1.5 | -0.23 | 1.2 | 0.26 | -37% | -0.1% | 0.9% | 6% | -28% | -2% | -4% | -4%
Cc1ccc(CC(=O)NCc2ccc(F)cc2)cc1 | -0.16 | -0.23 | 0.086 | -0.17 | -40% | 0.3% | -0.4% | 0% | -53% | -11% | -7% | -38%
COc1ccc(CCN(C)CC(=O)Nc2ccc(F)c(Cl)c2)cc1OC | . | . | . | . | -3% | -0.3% | -4.7% | . | -21% | 3% | . | 11%
Further structures.
SMILES | Dynein transport | Dynein transport cytoplasmic EGFP | Dynein transport nuclear GR-EGFP | Dynein transport cell count | NOD1 inhibition | GPR55 activation | KOR beta-arrestin-1 | P. falciparum M1AAP | NOD2 inhibition | AID2073 | M17LAP inhibition | KOR beta-arrestin-2
CCOC(=O)C(C)Oc1nc(Oc2ccccc2)nc(N(C)C)n1 (centres undefined) | 0.087 | -0.28 | 0.071 | -0.47 | -17% | 0.0% | -2.9% | 11% | 11% | -1% | -4% | 14%
O=C(OCc1ccccc1)c1ccc(Br)o1 | -0.35 | -0.25 | -0.66 | 0.2 | -13% | -0.2% | -2.1% | 9% | 1% | -8% | 2% | 14%
CC(=O)Nc1cccc(Cl)c1C(=O)O | 1.1 | -0.24 | 1.1 | -0.56 | -21% | 0.2% | 1.4% | -1% | -2% | -3% | 1% | 32%
O=C(NC1CCCCC1)c1cc(S(=O)(=O)N2CCCC2)ccc1Cl | . | . | . | . | -10% | 0.3% | 1.9% | . | 24% | 7% | . | -28%
Cc1cccn2c(=O)c(/C=C(\C#N)S(=O)(=O)c3ccccc3)c(Oc3ccc(Cl)cc3)nc12 | -0.33 | -0.11 | 0.031 | 0.12 | -32% | -0.3% | -3.0% | 7% | 6% | 5% | -2% | -22%
CCOC(=O)CSc1nnc(-c2cccc(Cl)c2)n1CC | 1.9 | -0.22 | 1.1 | -1 | -10% | -0.2% | 3.5% | 3% | 14% | 7% | 2% | 4%
COC(=O)Cc1[nH]nc2c1C(c1cccc(OC)c1OC)C(C#N)=C(N)O2 (centres undefined) | -0.57 | -0.17 | 0.043 | 0.12 | 22% | 0.3% | -5.0% | 6% | 3% | 2% | 15% | -49%
O=C(Cc1cc(=O)[nH]c(=O)[nH]1)NCCN1CCOCC1 | -0.7 | -0.24 | -0.29 | 0.16 | -25% | -0.1% | 2.9% | 5% | 13% | 7% | -1% | 21%
COc1ccc(S(=O)(=O)N2CCCC2)cc1C(=O)O | . | . | . | . | 8% | -0.4% | 4.7% | . | 10% | 13% | . | -62%[20 µM]
Cn1c(SCC(=O)Nc2nccs2)nnc1-c1ccco1 | 0.44 | -0.27 | 0.15 | -1 | -50% | -0.1% | 0.6% | -1% | -1% | -2% | 3% | 29%
COC(=O)C(C)Sc1nc2c(c(=O)n(C)c(=O)n2C)n1Cc1cccc(C)c1 (centres undefined) | -0.53 | -0.24 | -0.075 | 0.26 | -13% | 0.0% | 0.1% | 2% | 4% | -5% | -9% | -43%
O=C(Oc1ccc2c(c1)OCO2)C12CC3CC(CC(C3)C1)C2 | -0.27 | -0.14 | -0.0013 | -0.83 | -6% | 0.1% | -0.1% | 8% | 16% | -3% | -3% | 20%
Cc1ccc(C)c(C(=O)COC(=O)c2ccc(Br)o2)c1 | 0.37 | -0.27 | 0.11 | 0.042 | -26% | -0.1% | 4.0% | -1% | -1% | 4% | -6% | -31%
COc1ccc2cc(S(=O)(=O)N3CCCC3)ccc2c1 | . | . | . | . | -8% | 0.3% | -1.4% | . | 23% | 8% | . | 9%
Cc1ccc(CC(C(=O)O)C(C)C(=O)Nc2ccc(F)cc2)cc1 (centres undefined) | . | . | . | . | -12% | 0.0% | -4.2% | . | -3% | 3% | . | -4%
Cc1cc(/C=N/n2cnnc2)c(C)n1-c1cc(Cl)ccc1Cl | 0.61 | -0.049 | 0.027 | -0.27 | -21% | -0.2% | -10% | 13% | -13% | 6% | -10% | -130%
Cc1ccc(-c2csc(N/N=C/c3ccco3)n2)c(C)c1 | 2.6 | -0.2 | 1.1 | -1.4 | -37% | -0.2% | 5.4% | 7% | -51% | 42% | -10% | 5%
COC(=O)C1CCN(C(=O)c2ccc(Cl)c(S(=O)(=O)NCc3cccnc3)c2)CC1 | 1.7 | -0.22 | 1.3 | 0.21 | -3% | -0.1% | -7.5% | 5% | 14% | 6% | 7% | 5%
CSc1nc(Cl)cc(Nc2ccccc2N)n1 | -0.5 | -0.3 | -0.43 | 0.36 | -3% | 0.4% | 0.4% | 7% | -2% | -1% | -1% | 6%
O=[N+]([O-])c1ccccc1S(=O)(=O)N1CCN(CC2CC3C=CC2C3)CC1 (centres undefined) | 1.8 | -0.16 | 0.59 | -0.77 | -26% | 0.1% | 0.2% | -4% | -20% | 0% | 10% | -13%[20 µM]
COc1ccc(OC)c(CNC(=O)C2CCCN(S(=O)(=O)N3CCC(C)CC3)C2)c1 (centres undefined) | . | . | . | . | -16% | -0.1% | -1.5% | . | 14% | 0% | . | -12%
NC(=O)c1ccc(-c2nnc(Nc3ccc(S(N)(=O)=O)cc3)c3ccccc23)cc1 | . | . | . | . | -4% | -0.1% | -2.0% | . | 5% | 21% | . | -21%
